High-throughput results: PubChem, several laboratories
CSN deneddyl inh: CSN deneddylation inhibition. inhibition, % at 12.5 µM. Q92905. 360,000 compounds, 0.38% hits. Purified CSN, SCF-Nedd8-OG deneddylation, fluorescence polarization;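 active = pattern-corrected inhibition above about 35%, with an unprinted fluorescence ratio check between 0.5 and 1.5, limit read from the data, passing the limit was not always enough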;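 also: 0% = enzyme with substrate and 100% = substrate without enzyme; some results filed as inactive read as strong as hits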
Target sequence (Q92905 whole entry, looked up, one chain of several): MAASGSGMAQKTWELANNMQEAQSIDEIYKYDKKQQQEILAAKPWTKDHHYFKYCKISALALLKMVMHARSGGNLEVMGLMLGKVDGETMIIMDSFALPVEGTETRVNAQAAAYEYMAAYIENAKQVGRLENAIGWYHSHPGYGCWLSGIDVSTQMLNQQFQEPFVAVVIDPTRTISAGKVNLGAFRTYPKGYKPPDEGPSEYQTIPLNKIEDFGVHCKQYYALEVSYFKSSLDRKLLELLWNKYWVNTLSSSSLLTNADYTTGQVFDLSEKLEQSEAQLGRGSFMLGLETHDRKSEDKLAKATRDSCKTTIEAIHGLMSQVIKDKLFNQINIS
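Material: human Csn5 produced in HEK293T cells; Input: enzyme 0.24 nM; Reagent: SCFSkp2-Nedd8OG substrate at 10 nM final; Dosing: 12.5 µM compound; Incubation: 90 min reaction at room temperature; Detection: fluorescence polarization of the substrate; Evaluation: % inhibition of substrate cleavage by Csn5; Control set: substrate-only high control, full reaction low control.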
NadD inh: inhibitors of Staphylococcus aureus NadD; 360,000 compounds, 0.78% hits; inhibition, % at 20 µM; AID 602399; purified NadD enzyme, colorimetric absorbance read-out; in the data active = inhibition above about 26%; also: some compounds past the cut are filed as inactive
STEP inh: STEP (human) phosphatase inhibition | recombinant STEP, OMFP fluorogenic substrate, fluorescence | inhibition, % at 20 µM | 360,000 compounds, 0.25% hits | AID 588621;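 active = inhibition at 20 µM, scaled per plate between control wells, above about 37%, limit read from the data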;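 also: 0% = DMSO with enzyme and substrate and 100% = substrate only without enzyme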
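Material: STEP (striatal-enriched tyrosine phosphatase) enzyme, cell-free | Medium: 50 mM Bis-Tris pH 6.0 with 2.5 mM DTT and 0.005% Tween 20 | Read-out: Percent inhibition scaled to no-enzyme and uninhibited-enzyme controls, plate-pattern corrected | Signal: Fluorescence read at 480 nm ex / 540 nm em | Times: 20 min reaction, room temperature, in the dark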
DNMT1 inh: blocks human DNA methyltransferase DNMT1. P26358. DNMT1 molecular beacon, Hinp1I cleavage, fluorescence. inhibition (reported as % activation of signal), % at 10 µM. 360,000 compounds, 0.83% hits; in the data active = inhibition above about 50%
MLLE-PAM2 inh: blocks PAM2 peptide binding to the PABP1 MLLE domain. P11940. GST-MLLE / FITC-PAM2 fluorescence polarization. inhibition, % at 20 µM. 360,000 compounds, 0.36% hits. AID 588489; in the data active = inhibition above about 35%, passing the limit was not always enough;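 also: plate controls were DMSO wells with GST-MLLE for no effect and wells lacking GST-MLLE protein for full effect; some results filed as inactive read as strong as hits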
Target sequence (P11940 whole entry, looked up, the tested form may be a part): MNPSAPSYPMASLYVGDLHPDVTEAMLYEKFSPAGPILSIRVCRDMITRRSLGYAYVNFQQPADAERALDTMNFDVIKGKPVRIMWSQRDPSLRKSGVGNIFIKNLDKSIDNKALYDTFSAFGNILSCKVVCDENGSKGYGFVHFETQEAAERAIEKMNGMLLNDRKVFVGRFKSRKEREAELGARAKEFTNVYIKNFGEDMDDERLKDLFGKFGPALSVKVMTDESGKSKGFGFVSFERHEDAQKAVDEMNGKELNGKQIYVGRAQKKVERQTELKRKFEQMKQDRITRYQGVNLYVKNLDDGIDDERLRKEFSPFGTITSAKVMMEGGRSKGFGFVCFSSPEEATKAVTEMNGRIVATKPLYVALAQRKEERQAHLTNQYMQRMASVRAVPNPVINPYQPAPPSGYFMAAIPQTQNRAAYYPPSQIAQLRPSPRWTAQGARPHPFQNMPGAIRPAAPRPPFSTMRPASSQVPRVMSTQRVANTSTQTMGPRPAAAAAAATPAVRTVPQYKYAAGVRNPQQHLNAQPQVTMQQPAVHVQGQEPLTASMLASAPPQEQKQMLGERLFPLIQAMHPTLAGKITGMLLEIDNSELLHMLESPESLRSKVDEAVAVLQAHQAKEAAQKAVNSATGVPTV
TbMetRS inhib: Trypanosoma brucei MetRS inhibition; purified T. brucei MetRS, ATP depletion, Kinase-Glo luminescence; inhibition, % at 11.9 µM; 360,000 compounds, 0.4% hits;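 active = inhibition above a per-plate cutoff of the control wells' mean inhibition plus 3 SD, cut at about 5.5% in these data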;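 also: 0% = DMSO wells median and 100% = median of wells with control inhibitor compound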
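Material: T. brucei methionyl-tRNA synthetase, purified; reagent: substrates ATP, L-methionine and bulk Escherichia coli tRNA; dosing: 11.9 µM single point; timing: 15 min plus 2 h at 25 °C; detection: luminescence of leftover ATP; evaluation: % inhibition; control set: DMSO-only wells as low control; replicates: singlicate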
LMPTP inh: LMPTP (human) inhibition; recombinant LMPTP-A, OMFP fluorogenic substrate, fluorescence intensity; inhibition, % at 20 µM; 360,000 compounds, 0.22% hits; AID 651560;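 active = compounds that cut the enzyme signal by at least half of the control window in the single-dose screen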;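 also: plate controls were DMSO wells with enzyme plus substrate for no effect and substrate without enzyme for full effect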
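Test system: LMPTP-A phosphatase enzyme. Amount: LMPTP-A at 0.625 nM final in the reaction. Reagent: OMFP substrate, 400 µM final. Times: 50 min at room temperature. Signal: endpoint fluorescence intensity from OMFP dephosphorylation. Read-out basis: % inhibition. Benchmarks: no-enzyme and uninhibited controls.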
SUMO1 PPI mod: modulators of human SUMO1-mediated protein-protein interactions; 360,000 compounds, 0.33% hits; SUMO1 binding to a labelled peptide, TR-FRET, 1 h; inhibition, % at 20 µM; P63165; in the data active = inhibition above about 37%
Target sequence (P63165 whole entry, looked up): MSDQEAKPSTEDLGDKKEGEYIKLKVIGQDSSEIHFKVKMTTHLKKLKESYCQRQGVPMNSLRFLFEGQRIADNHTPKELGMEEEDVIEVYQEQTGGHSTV
Rpn11 block: Rpn11 (human) deubiquitinase inhibition; O00487; human 26S proteasome, Ub4-pepOG fluorescence polarization; 20S core pre-blocked with epoxomicin; calls only at 20 µM; 360,000 compounds, 0.59% hits; AID 588493;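 active = inhibition at 20 µM, scaled to each plate's controls, above about 33%, limit read from the data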
Scp-1 inhibitor: blocks human Scp-1 phosphatase activity; 340,000 compounds, 0.88% hits; AID 493091; inhibition, % at 20 µM; Recombinant Scp1, phosphopeptide, malachite green phosphate absorbance; Q9GZU7;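 active = inhibition above about 50% at 20 µM, limit read from the data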;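 also: plate controls were DMSO wells with enzyme for no effect and wells lacking enzyme for full effect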
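System: truncated SCP-1 phosphatase (76-261aa); medium: Tris acetate buffer pH 5.5 with MgCl2 and Tween-20; incubation: 45 min room-temperature reaction, 5 min colour, 30 min stabiliser; compound: single 20 µM dose, 1% DMSO; reagent: Phosphorylated 17-residue peptide substrate; read-out: % inhibition at 20 µM; technique: colorimetric free-phosphate detection, absorbance 630 nm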
Starred values were filed as active, the others as inactive; i = inactive; nt = not tested or not shown. Compounds were not picked by outcome. About 3.6% of those tested had a hit in this group.

SMILES	CSN deneddyl inh	NadD inh	STEP inh	DNMT1 inh	MLLE-PAM2 inh	TbMetRS inhib	LMPTP inh	SUMO1 PPI mod	Rpn11 block	Scp-1 inhibitor
CCN(CC(=O)Nc1c(F)cccc1F)C(=O)c1cc(S(=O)(=O)NCc2ccccc2)ccc1C	3	-8	2	-2	0	-0.6	-0.3	1	i	4
CN1CCN(c2nc(-c3cccs3)cs2)CC1	-4	-1	3	-2	17	-0.9	-1.3	-17	i	-1
Cn1cccc1C(=O)NNC(=O)COc1ccccc1Cl	-1	1	-4	2	5	-0.2	-0.7	4	i	-8
Cc1ccc(OCC(=O)NCc2ccco2)cc1C	5	10	0	-9	-3	-0.9	0.4	-2	i	-5
O=C(Nc1nccs1)C1CCN(S(=O)(=O)c2cccs2)CC1	1	-1	-5	-5	-10	-0.8	-0.4	0	i	-3
O=[N+]([O-])c1cc(S(=O)(=O)N2CCCC2)ccc1SCCO	-8	-1	-1	2	-16	-1.3	-1.6	-30	i	-2
CCN(CC)CCNc1nc2c(c(=O)[nH]c(=O)n2C)n1CC(O)COc1ccc(Cl)cc1Cl (stereo not given)	-2	3	6	3	0	0.1	-1.2	2	i	4
Cc1ccc2c(c1)c(N=Nc1cccc(C(=O)O)c1)c(O)n2C	0	2	-1	5	27	-1.1	-0.7	-4	i	13
Cc1c(CN2CCC(C)CC2)c(=O)n(-c2ccccc2)n1C	0	-1	2	2	-4	-0.3	0.1	5	i	2
O=C1C=C(Nc2ccccc2)C(=O)c2ccccc21	5	0	0	-12	5	-0.4	1.5	-35	i	-7
CCOC(=O)c1c(NC(=O)Nc2ccccc2)sc(C)c1C	-2	0	5	-13	27	-0.7	3.2	2	i	-7
COC(=O)c1ccc(COc2ccccc2/C=C(\C#N)C(=O)Nc2ccc(C)cc2)cc1	1	-7	3	-4	-3	-0.9	-0.3	14	i	-3
O=C(Nc1ccccc1C(=O)Nc1nccs1)c1ccccc1	6	1	1	-3	-9	-0.1	-0.6	5	i	nt
COc1cccc(OCc2nc(-c3cccc([N+](=O)[O-])c3)no2)c1	-4	-6	3	-4	-9	-0.3	2.1	-21	i	-8
O=C(COC(=O)c1ccc(NS(=O)(=O)c2cccs2)cc1O)Nc1ccc(F)cc1	-2	-8	-8	2	-11	0.2	2.2	-5	i	-9
CC1CC(C)CN(C(=O)/C=C/c2ccc([N+](=O)[O-])s2)C1 (stereo not given)	9	-2	8	-2	-3	-0.1	0.6	-15	i	-8
Cc1ccc(C2=NN=C(NC(=O)CSc3nncn3C)SC2)cc1	-2	9	8	-3	24	-0.4	-2.3	-2	i	-3
O=C(O)c1ccccc1OCCOCCOc1ccccc1C(=O)O	-12	-5	2	-4	6	0.7	0.1	0	i	-6
COc1ccccc1C(=O)C1CCCN(C(=O)CSc2ccccn2)C1 (stereo not given)	-1	-1	0	2	8	-1.5	1.2	-3	i	-1
Cc1ccc(NS(=O)(=O)c2ccc(NC(=O)c3cccs3)cc2)c(C)c1	-12	-5	1	-7	-2	0.7	2.1	-2	i	-7
O=C1c2ccccc2C(=O)c2cc(S(=O)(=O)Nc3ccccc3)ccc21	-1	2	-1	0	8	0.1	5.2	2	i	-18
O=C(O)CN1C(=O)SC(Nc2ccc(C(=O)O)cc2)C1=O (stereo not given)	-4	2	2	-10	17	0.2	-3.4	1	i	-7
COc1ccccc1/C=N/n1c(C)nnc1-n1nc(C)cc1C	1	0	-1	1	-9	0.3	-1.2	2	i	-8
COc1ccc(Cl)cc1NC(=S)N1CCN(S(C)(=O)=O)CC1	4	0	-1	5	-28	0.1	-0.6	-2	i	-5
Cc1ccc(N(C(=O)c2csnn2)C(C(=O)NC(C)(C)C)c2ccccn2)cc1 (stereo not given)	6	-3	-4	-2	15	-0.6	-0.4	1	i	2
CCn1c(CNC(=O)c2cccs2)nnc1SCC(=O)NCCc1ccccc1	1	-9	0	0	-2	-0.2	-1.3	-4	i	-11
Cn1c(=O)c2c(nc(NCCNC(=O)c3ccco3)n2Cc2ccc(F)cc2)n(C)c1=O	-4	-6	1	0	1	-0.4	-0.9	1	i	0
CCOC(=O)c1sc(-c2ccc(Br)cc2)cc1N	-4	-7	-2	-7	14	-0.1	3.7	-10	i	-11
COc1cccc(/C=C2\SC(=S)NC2=O)c1OS(=O)(=O)c1ccc(NC(C)=O)cc1	2	1	0	-5	18	0.2	-1.6	0	i	-4
CCOc1ccc(NC(=O)CN(C)C(=O)c2cn(-c3ccc(F)cc3)nc2-c2cccc(OC)c2)cc1OCC	3	-1	-3	-8	9	-0.2	2.7	1	i	-12

One compound at a time, from the list above. Order of screens: CSN deneddyl inh	NadD inh	STEP inh	DNMT1 inh	MLLE-PAM2 inh	TbMetRS inhib	LMPTP inh	SUMO1 PPI mod	Rpn11 block	Scp-1 inhibitor
COc1cccc(/C=C2\SC(=S)NC2=O)c1OS(=O)(=O)c1ccc(NC(C)=O)cc1 is listed as 2	1	0	-5	18	0.2	-1.6	0	i	-4
Cn1c(=O)c2c(nc(NCCNC(=O)c3ccco3)n2Cc2ccc(F)cc2)n(C)c1=O is listed as -4	-6	1	0	1	-0.4	-0.9	1	i	0
O=C1c2ccccc2C(=O)c2cc(S(=O)(=O)Nc3ccccc3)ccc21 is listed as -1	2	-1	0	8	0.1	5.2	2	i	-18

New compounds follow:
SMILES	CSN deneddyl inh	NadD inh	STEP inh	DNMT1 inh	MLLE-PAM2 inh	TbMetRS inhib	LMPTP inh	SUMO1 PPI mod	Rpn11 block	Scp-1 inhibitor
CCC(=O)N1C(C(=O)N2CCCC2)CSC1c1ccc(OC)cc1 (stereo not given)	-9	4	1	0	15	0.0	-1.6	4	i	-3
COc1ccccc1C1/C(=C(/O)c2ccccc2)C(=O)C(=O)N1CC(C)C (stereo not given)	6	13	4	1	9	-0.4	-1.0	-5	i	-8
COc1ccc(CNC(=O)CCC(=O)c2ccc(C)cc2)cc1OC	1	-3	-2	-1	-9	-0.3	0.6	-13	i	-6
O=C(c1ccc([N+](=O)[O-])o1)N1CCN(c2nc3ccc(F)cc3s2)CC1	1	0	2	-4	16	-0.2	0.1	-36	i	-1
Cc1ccc(S(=O)(=O)NCC(=O)OCC(=O)NC2CCCCC2)cc1	-2	-7	-1	0	-4	0.1	-1.5	-3	i	0
Cc1ccc(N=N/C(=C\O)C(=O)c2ccc(Cl)cc2)cc1	-1	0	5	-4	11	-0.9	5.6	-20	i	5
CCCc1nnc(NC(=O)CC(C)c2ccccc2)s1 (stereo not given)	2	1	-1	-1	1	-1.1	0.4	4	i	3
CC(C)c1cc(C(=O)OCC(=O)NC(=O)NCc2ccco2)c(O)c(C(C)C)c1	7	-3	1	-2	2	0.0	2.7	0	i	-2
Cc1ccc(NC(=O)C(=O)NCC2CCCN2S(=O)(=O)c2cccs2)cc1C (stereo not given)	2	-12	2	-4	-12	-0.2	2.2	1	i	-12
COc1cc(NC(=O)COC(=O)CSc2ccccc2F)c(C)cc1[N+](=O)[O-]	3	-7	0	-1	1	-0.7	-0.3	-5	i	-3
CC1CCc2cc(F)ccc2N1C(=O)c1ccncc1 (stereo not given)	-13	-6	-1	-4	8	-0.6	-1.2	-5	i	-5
Cc1cccc(C(=O)NCC(=O)OCC(=O)c2ccc(Cl)s2)c1	0	-2	2	-1	-1	-0.3	-0.1	0	i	-8
COc1ccc(OC)c(-c2csc(NC(=O)C3=COCCO3)n2)c1	4	-1	0	0	4	-0.3	1.3	1	i	-6
C=CC[C@@H](CC(=O)N(CCO)Cc1ccccc1)C(=O)N[C@H](COC(=O)[C@@H](CC=C)Cc1ccc(F)cc1)Cc1ccccc1	-3	-5	-2	-16	-9	-0.4	3.8	15	i	-6
COc1ccc(C(=O)CN2CCN(c3ncccn3)CC2)cc1	-1	-1	0	-1	0	-0.6	-1.5	-4	i	-16
CCn1c(SCC(=O)NC2CCCC2)nnc1C(C)NC(=O)c1ccccc1Br (stereo not given)	-2	1	-2	8	-6	-0.2	-2.9	-2	i	8
Cc1ccc(S(=O)(=O)N2CCN(C(=O)CC(C)n3nc(C)c(Cl)c3C)CC2)cc1 (stereo not given)	4	2	-1	0	-6	-1.4	-1.3	1	i	5
Cc1cc(C)c(S(=O)(=O)N2CCOC23CCN(S(C)(=O)=O)CC3)c(C)c1	-1	-1	-3	0	6	-0.1	-0.2	4	i	nt
COC(=O)CCC(=O)OC1(C)C(=O)C=C2C=C(C3CC3)N(CCCCO)C=C2C1=O (stereo not given)	-3	1	0	-1	2	-0.2	0.0	-17	i	-8
COc1ccccc1NC(NC(=O)c1cccnc1)C(Cl)(Cl)Cl (stereo not given)	3	-3	-2	-3	-2	-0.1	0.6	-2	i	-7
CC(=O)Nc1cc2nc(C)n(Cc3ccc([N+](=O)[O-])cc3)c2nc1C	4	7	-1	2	-9	0.8	-0.1	-13	i	-14
O=C(CS(=O)(=O)c1ccccc1)NCc1ccccc1	1	-7	-2	0	8	-0.5	-0.6	1	i	-7
CCCn1cc(CN2CCCC(C(=O)c3ccc4c(c3)OCO4)C2)c(C)n1 (stereo not given)	1	0	1	3	5	-0.3	0.0	-1	i	-1
Cc1ccc(CS(=O)Cc2ccc(C(=O)N3CCN(c4cccc(C)c4C)CC3)o2)cc1 (stereo not given)	2	1	1	-4	-5	-0.2	0.9	2	i	nt
Cc1cc(C(=O)NNC(=O)c2nn(C)c(=O)c3ccccc23)c(C)o1	4	2	5	1	-2	0.0	0.2	0	i	-5
CCOc1ccc(NS(=O)(=O)c2cccc(C(=O)NCC3(N(C)C)CCCCC3)c2)cc1	-5	-5	-2	1	-2	-0.2	-0.7	-3	i	-1
CCC(CC)C(=O)Nc1c2c(nn1-c1ccc(F)cc1)CS(=O)(=O)C2	-4	-4	-3	-1	-7	-0.1	0.3	1	i	-9
COC(=O)c1cc(COC(=O)COc2ccc(C)c(C)c2)oc1C	3	-5	-1	1	6	-0.1	2.0	5	i	-8
CN(C)c1c2ccccc2nc2c(F)c(F)c(F)c(F)c12	10	6	-2	8	22	-0.1	0.6	-9	i	-5
Cc1cccc(C)c1OC(=O)CN(c1ccc(Cl)cc1)S(C)(=O)=O	2	-11	-1	-7	-4	-0.6	0.7	0	i	-8
